TAG inh – inhibitors of triacylglycerol accumulation | H9c2 cells, Nile Red lipid (TAG) fluorescence; cells loaded with 200 µM oleic acid | inhibition, % at 12.5 µM | 230,000 tested, 0.66% active;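 active means pattern-corrected inhibition of lipid staining of at least 50% with the nuclear-stain viability signal not falling by more than 50%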;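 further: 0% = DMSO wells and 100% = triacsin C control wells; some results filed as inactive read as strong as hits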
TAG inh DAPI viability – second read-out of TAG inh, no call of its own (marks repeat the call); DAPI nuclei signal change (viability), lower = more cytotoxic, %;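 whole-well DAPI fluorescence read on a plate reader as a viability signal; minus 50 percent equals half of cells still viable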
* = called active by the depositor; i = inactive.

SMILES	TAG inh	TAG inh DAPI viability
CC(=O)Nc1ccc(OCC(O)CN2C(C)CCCC2C)cc1 (configuration not stated)	7	-13
O=C(Nc1ccc2c(c1)OCO2)c1ccc(CO)cc1	-13	4
Oc1ccc(CN2CCN(Cc3ccccc3)CC2)c2cccnc12	9	-22
O=C(c1cc2ccccc2o1)N1CCN(S(=O)(=O)c2cccs2)CC1	-9	2
CCOC(=O)C1=NNC2C(=O)N(CC)C(=O)C12 (configuration not stated)	8	-3
CC(C)(C)c1cc(C(=O)NNC(=O)c2ccc(C(F)(F)F)cc2)no1	-15	10
COc1cccc(NC(=O)CN(C)C(=O)c2ccc(N3CCOCC3)c([N+](=O)[O-])c2)c1	-8	6
CNS(=O)(=O)c1cccc(C(=O)OCC(=O)Nc2ccc(Cl)cc2F)c1	8	-4
Cc1sc2ncnc(N3CCC(C(=O)NNC(=O)COc4ccccc4Cl)CC3)c2c1C	-6	7
COc1ccc(C(=O)COC(=O)c2cccs2)cc1	-8	2
Cc1ccc(Cn2c(CN(C)Cc3ccccc3)nc3c2c(=O)n(C)c(=O)n3C)cc1	2	5
c1coc(-c2cc3nc(NC4CCCCC4)ccn3n2)c1	18	8
COc1cc(CC(=O)OCC(=O)Nc2ccc(S(=O)(=O)N3CCCC3)cc2)cc(OC)c1OC	-4	7
CN(C)CCCNC(=O)/C(=C\C=C\c1ccccc1)NC(=O)c1ccc([N+](=O)[O-])cc1	10	-1
COc1ccccc1CNCc1cc(OC)c(OC)c(OC)c1	6	8
CC(C)(C)NC(=O)c1ccc(NC(=O)CSc2ccccc2)cc1	-6	-1
COc1cccc2[nH]c3c(N4CCC5(CC4)OCCO5)ncnc3c12	19	13
CS(=O)(=O)c1ccc(Cl)c(NC(=O)COC(=O)CNC(=O)c2ccc3ccccc3c2)c1	-6	-1
C#CCN(C[C@@H]1[C@@H](OC(=O)NC2CC2)[C@@H](OC(=O)NC2CC2)CN(C(=O)OC(C)C)N1C(=O)OC(C)C)S(=O)(=O)c1ccc(C)cc1	-8	8
CC(C)NC(=O)C1(C)CCCCN1Cc1ccc(OCc2ccccc2)cc1 (configuration not stated)	-23	5

Structural class, the compounds so far with a thiophene ring, fused or not (3)
SMILES	TAG inh	TAG inh DAPI viability
O=C(c1cc2ccccc2o1)N1CCN(S(=O)(=O)c2cccs2)CC1	-9	2
Cc1sc2ncnc(N3CCC(C(=O)NNC(=O)COc4ccccc4Cl)CC3)c2c1C	-6	7
COc1ccc(C(=O)COC(=O)c2cccs2)cc1	-8	2

Continuation:
SMILES	TAG inh	TAG inh DAPI viability
Cc1ccc(N(C(=O)c2ccc(Br)o2)C2C=CS(=O)(=O)C2)cc1 (configuration not stated)	4	7
O=C(NC(=S)NCC1CCCO1)c1cccc([N+](=O)[O-])c1 (configuration not stated)	7	0
CN(CC(=O)Nc1ccc(N2CCOCC2)cc1)C(=O)c1cc(S(=O)(=O)N(C)C)ccc1Cl	1	6
COc1ccccc1NC(=O)CSc1nc2sc(C)c(C)c2c(=O)n1Cc1ccco1	8	-11
NC(=O)c1ccc(Oc2ccc(Cl)cc2)c([N+](=O)[O-])c1	-7	4
Cc1ccc(/C=N/NC(=O)CSc2nnc(-c3ccc(Cl)cc3)n2-c2ccccc2)o1	12	6
CC1CCN(CCNC(=O)CN(C)S(=O)(=O)c2cccc3nsnc23)CC1	11	-1
CCS(=O)(=O)N1Cc2ccccc2CC1C(=O)N(C)CC(=O)Nc1ccc(F)c(F)c1F (configuration not stated)	9	2
CCc1ccc(NC(=O)CCN2C(=O)c3cccnc3C2=O)cc1	2	-10
O=C(CNS(=O)(=O)c1ccc(Br)cc1)NC1CCCC1	-15	7
CCOC(=O)c1oc2ccc(S(=O)(=O)n3nc(-c4ccc(Cl)cc4)cc3N)cc2c1C	7	-7
O=C(COC(=O)Cc1c(Cl)cccc1Cl)Nc1ccc2[nH]c(=O)[nH]c2c1	-8	9
COc1ccc(S(=O)(=O)N(C)c2ccc(C(=O)Nc3ccccc3C(=O)N3CCOCC3)cc2)cc1	12	3
C=CCNC(=O)CN(c1cc(Cl)ccc1OC)S(=O)(=O)c1ccc(C)c([N+](=O)[O-])c1	12	-13
Cc1ccc(NC(=O)N2CCSc3ccccc32)cc1	3	-15
CN=C1N(C)C[C@@H]2[C@@H]3C(=O)N(C)C(=O)[C@@H]3[C@](C)(C(=O)OC)N12	3	0
COc1ccc(CN(C)C(=O)Cn2cc(C)c(=O)[nH]c2=O)cc1OC	0	-11
O=C(OCc1nnc(-c2ccccc2)o1)c1cccc(-n2cnnn2)c1	-19	-5
O=C(O)c1nn(CC(=O)N2CCCCCC2)c(=O)c2ccccc12	8	0
C=CCNC(=S)NNC(=O)COc1c(Cl)cc(Cl)cc1Cl	1	6
O=C(NN1C(=O)NC2(CCCCC2)C1=O)c1ccc(-c2ccc([N+](=O)[O-])cc2)o1	7	-12
COc1ccc(-c2nnc(NC(=O)C3CCCO3)s2)cc1 (configuration not stated)	9	-6
O=C(CCNC(=O)c1ccc(Cl)cc1)NCc1ccccc1Cl	-4	3
Clc1ccc(CNc2ncnc3[nH]ncc23)cc1Cl	5	2
CCCn1c(SCC(=O)OCc2ccccc2)nc2c1c(=O)n(C)c(=O)n2C	9	-8
O=C(Cn1nnc2c(cnn2-c2ccc(F)cc2)c1=O)c1ccccc1F	-48	-1
Cc1ccc(C2(C)NC(=O)N(CC(=O)N(C)CC(=O)Nc3cccc(F)c3)C2=O)cc1 (configuration not stated)	-24	5
COc1ccc(S(=O)(=O)N2CCOCC2)cc1NC(=O)c1cccs1	6	3
COc1ccccc1/C=N/n1c(N)c(C(=O)NC2CCCCC2)c2nc3ccccc3nc21	23	i
CCCCCCN1C[C@H](n2cc(C3CC3)nn2)[C@@H](O)C[C@@H]1c1ccc(OC)cc1	-3	7
Cc1cc(COc2ccccc2)oc1C(=O)O	-10	2
CSc1ccccc1OCc1cc(C(=O)NC(C)CCn2cccn2)no1 (configuration not stated)	-5	4
CC(=O)n1cc([C@H]2C=C(C(=O)N3CCN(Cc4ccccc4)CC3)O[C@@H](OCCCCO)C2)c2ccccc21	-5	5
COc1cccc(CNS(=O)(=O)c2c(C)nc3sccn3c2=O)c1	-11	1
CN(CC1CCN(CCc2cccc(C(F)(F)F)c2)CC1)C(=O)c1ccc(F)cc1	15	0
CCOc1ccc(OCC(=O)OCC(=O)N(CC(C)C)c2c(N)n(Cc3ccccc3)c(=O)[nH]c2=O)cc1	4	2
CC(NCc1ccc2c(c1)OCO2)C(=O)NC1CCCCC1 (configuration not stated)	11	-4
Cc1ccc2nc(Cl)c(/C=N/NC(=O)[C@H]3C[C@@H]3c3ccccc3)cc2c1	30	7
CC1(C)CC(N2CCC(=O)N(C3CC(C)(C)NC(C)(C)C3)C2)CC(C)(C)N1	-10	-5
CCCN(CCC)CCCNC(=O)c1nn(-c2cccc(OC)c2)c(=O)c2ccccc12	19	7
O=C(COc1ccccc1F)NNC(=O)Cn1c(=O)cnc2ccccc21	3	1
NC1=NC[C@H](Cc2ccccc2)N1CCCCC1CCCCC1	-19	7
COc1ccc(N/N=C(\C#N)C(=N)N2CCOCC2)cc1	19	-12
COc1ccc(S(=O)(=O)N2CCCOC2CNC(=O)C(=O)NCCc2ccco2)cc1C (configuration not stated)	24	-20
CCCCN(C(=O)c1c(CC)noc1C)c1c(N)n(CCCC)c(=O)[nH]c1=O	0	-5
CCOC(=O)C(=Cc1c[nH]c2ccc(S(=O)(=O)N(C)C)cc12)C(=O)OCC	10	-2
N#Cc1cc([N+](=O)[O-])ccc1Oc1cccc(/C=N/NC(=O)c2cccc(Cl)c2)c1	2	-10
O=C(NC(Cc1ccccc1)C(=O)O)/C(=C/c1ccc(Br)cc1)NC(=O)c1ccc(Br)o1 (configuration not stated)	1	2
CCc1ccc(N(C(=O)CNC(=O)c2ccco2)C(C(=O)NCC2CCCO2)c2ccccc2)cc1 (configuration not stated)	0	-9
COC(=O)c1c(NC(=O)Cc2cccs2)sc2c1CCCC2	-18	-2
CC(=O)N1CC23C=CC(CC2CC12CCCCCC2)O3 (configuration not stated)	-13	4
CCOC(=O)c1c(C)[nH]c(=S)c(C#N)c1-c1ccc(OC)cc1	-6	4
Cc1ccc(C(=O)N2CCN(S(=O)(=O)c3ccccc3C#N)CC2)cc1S(=O)(=O)N1CCOCC1	-2	-1
NNC(=O)CN1C(c2ccccc2)=Nc2ccc(Br)cc2C1c1ccccc1 (configuration not stated)	-1	8
COc1ccccc1-c1cc(C(=O)Nc2sc3c(c2C#N)CCC(C)C3)c2ccccc2n1 (configuration not stated)	30	-5
c1cc2c3c(cccc3c1)-c1cnccc1-2	-10	7
O=C(NNC(=O)c1cc(-c2ccc(Cl)cc2Cl)nc2ccccc12)Nc1ccccc1	9	10
CC(O)CCC(=O)NCCNC(=O)CCC(C)O (configuration not stated)	-9	7
CCCN(CCC)S(=O)(=O)c1ccc(Cl)c(OC)c1	4	9
CCCCn1c(CN2C(=O)c3ccccc3C2=O)nc2ccccc2c1=O	-4	0
New compounds follow.
SMILES	TAG inh	TAG inh DAPI viability
CC1(C(=O)O)CCCN(C(=O)c2ccc(F)cc2Cl)C1 (configuration not stated)	-6	-1
CCN(CC)C(=O)N1CCN(S(=O)(=O)c2ccc(C)c(C)c2)CC1	-35	5
CCOC(=O)c1c(NC(=O)c2ccc(C)cc2)sc2c1CC(C)(C)OC2	-13	22
CCOC(=O)C1(CCOC)CCN(Cc2cnc(-c3cccc(C)c3)nc2)CC1	-1	6
CCOc1ccc(C2/C(=C(\O)c3ccc4c(c3)OCCO4)C(=O)C(=O)N2CCN2CCOCC2)cc1OC (configuration not stated)	13	4
FC(F)(F)c1cc(-c2ccco2)nc(N2CCOCC2)n1	3	-15
Cc1cccc(NC(=O)C2CCCN(S(=O)(=O)c3cccc4cccnc34)C2)c1 (configuration not stated)	-8	8
CCOC(=O)C1=C(COC(=O)/C=C/c2ccc(OC)cc2OC)NC(=O)NC1C (configuration not stated)	-7	0
COc1cc(/C=C(\C#N)C(=O)c2c[nH]c3ccccc23)cc(OC)c1O	-14	0
C[C@@H]1CCCCO[C@@H](CN(C)C(=O)c2ccncc2)[C@@H](C)CN([C@H](C)CO)C(=O)c2cc(N(C)C)ccc2O1	3	-5
c1ccc2c3c(c(CN4CCCCC4)cc2c1)COC3	-11	12
CCS(=O)(=O)c1ccc2c(c1)N(S(=O)(=O)c1ccc(C)cc1)CC(C(=O)O)O2 (configuration not stated)	17	-12
Cc1c(C(=O)N2CCc3ccccc3C2)oc2ccc(S(=O)(=O)N3CC(C)CC(C)C3)cc12 (configuration not stated)	-16	-5
COc1ccc(C(=O)NC(C)Cc2c[nH]c3ccccc23)cc1 (configuration not stated)	-8	2
COC(=O)[C@]1(C)N[C@H](c2ccc(-c3ccc(OC)cc3)cc2)[C@@H]2C(=O)N(C)C(=O)[C@@H]21	-3	3
O=C(CN1C(=O)C(=O)N(Cc2ccccc2)C1=O)Nc1ccc(F)c(Cl)c1	-7	5
CCN(CC(=O)Nc1ccc(NC(C)=O)cc1)CC(=O)Nc1ccc(F)c(Cl)c1	-2	-5
C=CCNC(=O)c1c(CSc2ccc(F)cc2)noc1C(=O)NCCC	-11	10
CC(=O)c1c(C)[nH]c(C(=O)OCC(=O)N2CCN(c3ccccc3)CC2)c1C	-3	-4
Cc1nc2ccccc2nc(C)c1=NOCc1cccc(F)c1	6	-5

Looked up by structure from the entries so far:
SMILES	TAG inh	TAG inh DAPI viability
FC(F)(F)c1cc(-c2ccco2)nc(N2CCOCC2)n1	3	-15
Cc1nc2ccccc2nc(C)c1=NOCc1cccc(F)c1	6	-5
C=CCNC(=O)c1c(CSc2ccc(F)cc2)noc1C(=O)NCCC	-11	10
CC(=O)c1c(C)[nH]c(C(=O)OCC(=O)N2CCN(c3ccccc3)CC2)c1C	-3	-4
COC(=O)[C@]1(C)N[C@H](c2ccc(-c3ccc(OC)cc3)cc2)[C@@H]2C(=O)N(C)C(=O)[C@@H]21	-3	3
c1ccc2c3c(c(CN4CCCCC4)cc2c1)COC3	-11	12

Remaining list, next part
SMILES	TAG inh	TAG inh DAPI viability
Cc1cc(C)n(CC(=O)NNC(=O)COc2ccc(Cl)cc2Cl)n1	-1	6
CC(=O)C1=CN(Cc2ccccc2)CCC1=O	-15	5
O=C(Cc1c(O)c2ccccc2[nH]c1=O)NCc1ccc(F)cc1	-4	0
COc1ccc(CNc2ncc(-c3ccc(F)cc3)n2C)c2ccccc12	-3	10
COc1ccc(Cl)cc1NC(=O)C1CC(c2ccccc2Cl)=NO1 (configuration not stated)	-7	-3
O=C(c1ccccc1SCc1ccc(F)cc1)N1CCOCC1	-2	-1
CCn1c(SCC(=O)n2c(C)c(C)c3ccccc32)nnc1-c1ccco1	-12	10
CC(=O)C1=C(C)N(CC2CC2)C(=O)N[C@H]1c1ccc(Br)cc1	-23	14

Bioassay records from PubChem.

A portion of the library, so the mix of outcomes need not match the whole.
